Bioassay records deposited in PubChem BioAssay by The Scripps Research Institute Molecular Screening Center.
GPR151 ag: activators of human GPR151, primary screen, cell-based, PathHunter beta-arrestin, luminescence. PathHunter beta-arrestin GPR151 cells. AID 1508602, 2020. hit rate 1% among 650,000. G-protein coupled receptor 151 (Homo sapiens), Q8TDV0. activation, % at 11.2 µM; in the data active = activation above about 4.9%;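 also: 0% = median of compound wells and 100% = cells with positive control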
Target sequence (Q8TDV0 whole entry, looked up): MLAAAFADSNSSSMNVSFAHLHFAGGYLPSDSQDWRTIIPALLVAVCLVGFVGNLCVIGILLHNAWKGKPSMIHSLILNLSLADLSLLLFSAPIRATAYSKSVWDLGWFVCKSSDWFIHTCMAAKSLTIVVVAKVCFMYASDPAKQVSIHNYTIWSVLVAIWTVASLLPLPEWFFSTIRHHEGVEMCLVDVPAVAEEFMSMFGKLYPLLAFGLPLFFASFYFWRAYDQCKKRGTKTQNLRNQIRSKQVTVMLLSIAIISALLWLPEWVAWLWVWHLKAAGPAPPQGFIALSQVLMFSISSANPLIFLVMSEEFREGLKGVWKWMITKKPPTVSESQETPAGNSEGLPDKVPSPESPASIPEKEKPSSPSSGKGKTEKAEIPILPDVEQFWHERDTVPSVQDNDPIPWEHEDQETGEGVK
TEAD-YAP inh: TEAD-YAP interaction inhibition, primary screen, TEAD-YAP interaction inhibitor project, luminescence, HEK-TIYL cells | TEAD-Gal4/YAP UAS-luciferase luminescence | inhibition, % at 9.12 µM | hit rate 1.4% among 640,000 | AID 1259422, 2018; in the data active = inhibition above about 32%;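 also: 0% = median of test compound wells and 100% = reference inhibitor wells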
MITF primary: MITF inhibitors, primary screen, biochemical, AlphaScreen, human; Microphthalmia-associated transcription factor (Homo sapiens), O75030; AlphaScreen MITF homodimerization, bead proximity signal; inhibition, % at 2.6 µM; hit rate 0.91% among 650,000; AID 1259374, 2018; in the data active = inhibition above about 50%;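 also: 0% = vehicle wells with protein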
Target sequence (O75030 whole entry, looked up): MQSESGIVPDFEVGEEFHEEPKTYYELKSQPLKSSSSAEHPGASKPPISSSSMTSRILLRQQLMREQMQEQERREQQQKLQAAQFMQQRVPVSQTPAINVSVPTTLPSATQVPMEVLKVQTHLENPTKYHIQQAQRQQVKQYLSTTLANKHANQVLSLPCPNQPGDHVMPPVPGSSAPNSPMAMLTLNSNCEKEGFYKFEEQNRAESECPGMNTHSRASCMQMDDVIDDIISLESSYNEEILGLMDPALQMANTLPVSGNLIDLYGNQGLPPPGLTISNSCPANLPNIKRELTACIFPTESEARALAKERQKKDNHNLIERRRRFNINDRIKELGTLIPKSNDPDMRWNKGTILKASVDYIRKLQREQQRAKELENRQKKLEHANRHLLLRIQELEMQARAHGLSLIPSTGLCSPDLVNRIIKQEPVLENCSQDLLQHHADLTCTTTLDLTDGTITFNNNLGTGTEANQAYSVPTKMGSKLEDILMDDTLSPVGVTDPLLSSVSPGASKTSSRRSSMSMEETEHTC
FBW7 activator: FBW7 E3 ligase activators, primary screen, biochemical, AlphaScreen, human; AID 1259310, 2017; AlphaScreen FBW7–phospho-cyclin E peptide binding, activator screen; F-box/WD repeat-containing protein 7 (Homo sapiens), Q969H0; hit rate 0.13% among 650,000; normalized activity (activation), % at 26.1 µM; in the data active = normalized activity above about 1.9%;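 also: purified mutant Fbw7 with reduced substrate affinity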
The depositor's hits bear a star; nt = not tested or not shown. Rows are unselected; about 3.5% have a hit in one of these screens.

SMILES	GPR151 ag	TEAD-YAP inh	MITF primary	FBW7 activator
Nc1ccc(C(=O)OCC(=O)N(C2CCCCC2)C2CCCCC2)cc1[N+](=O)[O-]	1.3	-4	-13	0.0
Cc1ccc(/C(O)=C2\C(=O)C(=O)N(CCCN3CCOCC3)C2c2ccc(F)cc2)cc1 (configuration not stated)	-0.2	-7	2	0.0
N=c1cc(C2(O)CCCCC2)n2c(nc3ccccc32)s1	-1.4	-8	4	-0.1
CC(C(=O)NC1CCCc2ccccc21)N1CCN(c2ccc(O)cc2)CC1 (configuration not stated)	0.9	1	6	-0.1
Nc1nnc(SCC(=O)Nc2ccccc2OC(F)F)s1	0.2	7	-4	-0.1
Cc1ccc(C2=NN(C(=O)c3cccnc3)C(c3ccccc3F)C2)cc1 (configuration not stated)	-0.5	18	0	0.0
CC1(C)OC2OC(C(=O)NNC(=O)CCCOc3ccc(Cl)cc3Cl)C3OC(C)(C)OC3C2O1 (configuration not stated)	0.0	18	0	-0.2
COc1ccc(CNC(=O)c2nn3c(c2Br)NC(c2cccs2)CC3C(F)(F)F)cc1 (configuration not stated)	-0.1	6	12	0.0
COc1cc(Cl)ccc1S(=O)(=O)N1CCN(c2ccccc2Cl)CC1	-0.4	-12	-4	-0.1
O=C(NCCCCCCCNC(=O)c1ccc([N+](=O)[O-])cc1)c1ccc([N+](=O)[O-])cc1	0.1	14	13	0.3
CCCNC(=O)CSc1nnc2c3cc(CC)ccc3n(C)c2n1	0.5	-14	-12	-0.1
O=C(CC1(c2ccccc2F)CC(=O)N(C2CCCCC2)C1=O)N1CCOCC1 (configuration not stated)	-1.2	-47	-8	-0.1
COc1ccc(NC(=O)CSc2nc3ccc([N+](=O)[O-])cc3[nH]2)cc1	2.8	1	6	-0.1
O=C(CNC(=O)c1ccc(Cl)cc1Cl)NNC(=O)c1ccc([N+](=O)[O-])cc1	-0.6	-2	6	0.2
COC(=O)CN1C(=S)N(C)C(=O)/C1=C/c1cc(OC)c(OC)cc1OC	-0.4	-7	11	0.1
Cc1nn(C)cc1CN1CCN(C2CCCC2)C(CCO)C1 (configuration not stated)	-0.2	-4	1	-0.1
N/C(=N\NC(=O)c1ccccc1)c1cc2ccccc2oc1=O	-0.5	-47	-78	0.0
COCCCNC(=O)CN(C)S(=O)(=O)c1ccc(OC)c(Cl)c1	-0.3	4	-10	0.3
Cc1cccc(-n2nc3c(c2NC(=O)C2CCCC2)CSC3)c1C	2.5	7	23	0.9
OCCOCCN1CCN(Cc2cc(Br)cs2)CC1	-0.1	4	71*	0.0
COc1ccc(/C(N)=N/OC(=O)COc2ccc(Cl)cc2)cc1OC	-1.7	0	-17	0.1
CC(=O)N1CCN(c2ccc(NC(=O)c3ccc(-c4ccccc4)cc3)cc2)CC1	-1.6	11	-4	-0.2
NC(=O)c1c(NC(=O)COC(=O)c2cc(=O)[nH]c3ccccc23)sc2c1CCC2	0.9	0	13	-0.1
CCOC(=O)c1c(NC(=O)COc2ccc(I)cc2)sc2c1CCCC2	2.5	-7	-8	0.1
CCc1c(C(=O)NC(C)CC)[nH]c(C)c1C(C)=O (configuration not stated)	0.7	11	7	0.0
COc1ccc(OC)c(NC(=O)CSc2nc3[nH]ncc3c(=O)n2-c2cccc(C)c2)c1	0.8	-17	4	0.0
CCCC1=C(C(=O)OCC)C(c2cccc([N+](=O)[O-])c2)NC(=O)N1 (configuration not stated)	0.8	7	-3	-0.3
COC1COC(=O)C/C=C/[C@@H](C)[C@@H]2C=C[C@@H](O)[C@@H](COC(=O)C/C=C/[C@H]1C)O2 (some centres not stated)	-2.2	nt	13	0.1
COc1ccccc1N1CCN(CC(O)COC2CC(C)CC(C)(C)C2)CC1 (configuration not stated)	0.1	6	-1	0.1
Cn1c(=O)c2c(ncn2CC(O)CN2CCN(CCCSc3ccccc3)CC2)n(C)c1=O (configuration not stated)	-1.9	-7	-3	0.1
Cc1c(N(C)C(=O)c2ccco2)c(=O)n(-c2ccccc2)n1C	-0.2	0	-1	0.0
Cc1cc(C(=O)CN2C(=O)c3cccc([N+](=O)[O-])c3C2=O)c(C)n1Cc1cccs1	-0.6	20	5	0.0
COC(=O)c1c(NC(=O)c2nn(C)cc2Cl)sc2c1CCCC2	-1.5	-7	10	0.0
O=C(NCCCN1CCOCC1)C1CCCN1C(=O)OCc1ccccc1 (configuration not stated)	2.4	-4	14	0.1
CCC1(CC)N=C(c2ccccc2)C(=S)N1	-0.4	0	8	0.0
O=C(CN1C(=O)C2C3C=CC(C3)C2C1=O)N1CC=C(c2ccccc2)CC1 (configuration not stated)	-1.0	-26	-1	0.2
Cc1ccc(CSc2nc(C)cc(=O)[nH]2)cc1	1.8	9	-6	0.0
Cc1cc(=O)oc2cc3cc(C)n(C)c3cc12	0.1	-8	2	0.3
CCN(CC)C(=O)CN(c1ccc(Cl)cc1Cl)S(=O)(=O)c1ccccc1	-0.7	-5	0	-0.1
CC(=O)c1cccc(NC(=O)CCc2c(C)nc3nc(CN)nn3c2C)c1	1.6	-5	-1	-0.2

Entries above with a Cl atom (7):
SMILES	GPR151 ag	TEAD-YAP inh	MITF primary	FBW7 activator
CC1(C)OC2OC(C(=O)NNC(=O)CCCOc3ccc(Cl)cc3Cl)C3OC(C)(C)OC3C2O1 (configuration not stated)	0.0	18	0	-0.2
COc1cc(Cl)ccc1S(=O)(=O)N1CCN(c2ccccc2Cl)CC1	-0.4	-12	-4	-0.1
O=C(CNC(=O)c1ccc(Cl)cc1Cl)NNC(=O)c1ccc([N+](=O)[O-])cc1	-0.6	-2	6	0.2
COCCCNC(=O)CN(C)S(=O)(=O)c1ccc(OC)c(Cl)c1	-0.3	4	-10	0.3
COc1ccc(/C(N)=N/OC(=O)COc2ccc(Cl)cc2)cc1OC	-1.7	0	-17	0.1
COC(=O)c1c(NC(=O)c2nn(C)cc2Cl)sc2c1CCCC2	-1.5	-7	10	0.0
CCN(CC)C(=O)CN(c1ccc(Cl)cc1Cl)S(=O)(=O)c1ccccc1	-0.7	-5	0	-0.1

(list continues)
SMILES	GPR151 ag	TEAD-YAP inh	MITF primary	FBW7 activator
COc1ccc(C(=O)NCc2n[nH]c(=S)n2C)cc1	0.1	2	2	-0.2
Cc1cc(C(=O)C(=O)N(C)C)c(C)n1-c1ccc([N+](=O)[O-])cc1	0.0	-4	9	-0.1
CSc1ccccc1N1C(=O)CN(C(=O)c2cc(CC(C)C)[nH]n2)CC1C (configuration not stated)	-0.3	-1	-6	0.1
COc1ccccc1/C=c1\sc2nnc(-c3cc(OC)c(OC)c(OC)c3)n2c1=O	1.9	7	9	0.1
c1ccc(-c2cc(N3CCN(c4ccccn4)CC3)nc(-c3ccncc3)n2)nc1	0.0	24	-30	-0.2
CC(=O)Nc1ccc(-c2nnc(SCc3ccc(F)cc3)n2C)cc1	-1.2	-3	13	0.2
CCOC(=O)Cc1c(C(=O)OCC)nnn1-c1nonc1N	-0.3	-4	7	0.1
COC(=O)c1ccc(-n2ncnc2-c2ccc(N(C)C)cc2)cc1	-0.8	-2	12	1.1
CCCN(C(=O)c1cc(OC)c(OC)c(OC)c1)C1CCN(C)CC1	-2.2	6	5	0.2
CN(C)S(=O)(=O)NCC1CCCN(Cc2cc3ccccc3o2)C1 (configuration not stated)	1.1	3	-2	0.0
O=C1C(=O)N(c2cccc(C(F)(F)F)c2)C(c2ccccc2)/C1=C(\O)c1ccccc1 (configuration not stated)	-0.6	-2	-8	-0.2
O=C(Cc1ccc(N2CCC(NC3CCOCC3)CC2)cc1)NCCc1cccc(F)c1	-0.3	-1	1	0.0
CC(C)(O)C#Cc1ccc(CN2CCN(CC(C)(C)C)C(CCO)C2)cc1 (configuration not stated)	2.4	6	-9	0.1
CCOC(=O)c1c(NC(=O)COc2ccc(C(C)(C)CC(C)(C)C)cc2)sc(C(C)=O)c1C	2.1	-12	-4	-0.1
COc1ccc(NC(=O)CSc2nnc(-c3ccncc3)o2)c([N+](=O)[O-])c1	-1.6	3	15	-0.2
Cc1cccc(C(=O)Nc2cccc(-n3c(C)nc4ncccc4c3=O)c2)c1	0.5	4	2	0.0
Cc1nn(CC(O)COc2ccc3ccccc3c2)c(C)c1Br (configuration not stated)	-1.1	-9	-22	0.0
COc1ccccc1NC(=O)NNC(=O)CCCOc1ccc(Cl)cc1C	0.2	3	-10	-0.1
COc1ccc(CC(=O)Nc2c(C(=O)Nc3cccc(OC)c3)oc3ccccc23)cc1	-1.9	-2	7	0.0
NS(=O)(=O)c1ccc(Nc2nccc(-c3ccc(N(S(=O)(=O)c4ccccc4)S(=O)(=O)c4ccccc4)cc3)n2)cc1	1.2	10	9	0.0

Part of the list above in a different format:
Compound | GPR151 ag | TEAD-YAP inh | MITF primary | FBW7 activator
COc1ccc(CC(=O)Nc2c(C(=O)Nc3cccc(OC)c3)oc3ccccc23)cc1 | -1.9 | -2 | 7 | 0.0
NS(=O)(=O)c1ccc(Nc2nccc(-c3ccc(N(S(=O)(=O)c4ccccc4)S(=O)(=O)c4ccccc4)cc3)n2)cc1 | 1.2 | 10 | 9 | 0.0

Additional records:
SMILES	GPR151 ag	TEAD-YAP inh	MITF primary	FBW7 activator
CCOC(=O)c1sc2nc(SCC(=O)Nc3ccc(N(C)C)cc3)n(CCc3ccc(Cl)cc3)c(=O)c2c1C	-1.3	0	3	0.1
c1ccc2c(c1)CC1(CCCC1)N=C2CC1=NC2(CCCC2)Cc2ccccc21	0.8	-5	-4	0.0
Cc1cc(NC(=O)CSc2nnc(Cc3cccn3C)n2-c2ccccc2)no1	0.3	7	-8	-0.1
O=C(Cc1ccc(F)cc1)Nc1cc(Nc2ccccc2-c2nn[nH]n2)c(C(F)(F)F)cn1	-0.7	-3	2	0.1
Cc1ccc(Sc2cc(C(=O)NC(C)C)c3ccccc3n2)cc1	1.0	10	3	-0.1
COc1ccc(CCNC(=O)COc2ccc(Br)c(C)c2)cc1OC	-0.6	9	1	0.1
CCCN1C(=O)C(C)(C)COc2ccc(NS(=O)(=O)c3ccc(C)s3)cc21	3.3	-7	23	-0.1
CC1CCCCN1C(=O)NCc1noc2ccccc12 (configuration not stated)	-0.2	7	3	0.1
CC(C)N(CCNc1ncnc2nc(Nc3nc4ccccc4n3C)[nH]c12)C(C)C	-1.0	4	0	-0.3
O=C1Nc2ccccc2OCc2c1cccc2[N+](=O)[O-]	-0.9	-5	-1	-0.1
OCCCNCc1cccn1-c1ccccc1	0.7	3	48	0.0
CCOc1ccc(C(=O)N2CCN(c3ccccn3)CC2)cc1OCC	-1.0	-4	-2	0.4
CC1(C)CC(=O)C2=C(C1)N(c1ccc(Br)cc1F)C(N)=C(C#N)C2c1ccsc1 (configuration not stated)	2.3	10	16	0.5
CC(=O)N1CCc2c(sc(NC(=O)c3cccc(N4C(=O)CCC4=O)c3)c2C(N)=O)C1	0.8	3	-3	0.0
COc1cccc(C(=O)NCCCN(C)C)c1	-0.3	-2	-4	0.0
Cc1ccc(Oc2ccc(NC(=O)C3CCCC3)cc2)nn1	2.5	-7	-2	0.0
O=C(Cc1ccccc1[N+](=O)[O-])NCCSCc1ccco1	0.6	-9	1	-0.3
CC1(c2ccc(F)cc2)CC(=O)c2cc(O)ccc2O1 (configuration not stated)	-0.8	6	4	0.0
COc1ccc(C2=N/C(=C\c3ccc(C)o3)C(=O)O2)c(Cl)c1	-0.2	1	-2	0.0
CCN(CC)C(=O)CCc1nc2sc3c(c2c(=O)[nH]1)CCCC3	0.2	0	3	-0.1
CCCC(=O)Nc1sccc1C(N)=O	0.5	6	-4	-0.1
C=CCn1c(SCC(=O)Nc2ccc(C(=O)O)cc2)nnc1-c1cccnc1	-0.7	-2	9	0.0
Cc1c(C(=O)Nc2ccc(I)cc2)cccc1[N+](=O)[O-]	-0.1	-23	5	0.0
COc1ccccc1NC(=O)CN(c1ccc(C)cc1)S(=O)(=O)c1c(C)noc1C	-0.1	5	3	-0.2
O=C(NCc1ccccc1)C(Sc1nc2ccccc2c(=O)n1-c1ccccc1)C(=O)NCc1ccccc1	-0.1	0	-7	0.1
CC(C)C(=O)Nc1ccc(C(=O)Nc2ccc(S(=O)(=O)NCC3CCCO3)cc2)cc1 (configuration not stated)	1.3	15	2	-0.1
CC(C)(C)C(=O)Cn1c(=O)n(-c2ccc(F)cc2)c(=O)c2sccc21	1.9	5	-4	0.0
Cc1ccccc1C1=N/C(=C\c2ccco2)C(=O)O1	-0.9	-7	13	0.7
COc1ccc(CCN(C)C(=O)CCN2Cc3ccccc3OC(C)C2)cc1OC (configuration not stated)	0.4	-2	2	0.1
O=C(NCCN1Cc2ccccc2OC(c2ccccc2)C1)[C@H]1C[C@@H]2C=C[C@H]1C2 (some centres not stated)	-0.1	2	3	0.1
Cc1cc(SCC(=O)N/N=C/c2ccc(O)cc2)c2cccc(C)c2n1	-0.5	-7	2	-0.1
COc1ccccc1-c1noc(CCC(=O)Nc2ccccc2[N+](=O)[O-])n1	2.8	6	6	-0.2
COCCN1C(=O)c2ccccc2C(C(=O)NCCC(C)C)C1c1c[nH]c2ccccc12 (configuration not stated)	1.8	2	-6	0.2
CCn1c(/C=C2/C(=O)Nc3ccccc32)nc2ccccc2c1=O	1.9	5	3	0.2
